# CHO parental Ca = signal in parental CHO cells, OX1R antagonist counter-screen; parental CHO-K1, ATP-induced calcium, Fluo-8 fluorescence; AID 463079; 330,000 tested, 0.63% active; inhibition, % at 5.6 µM;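 active = inhibition above that plate's mean sample inhibition plus 3 SD, cut at about 26% in these data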;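 also: 0% = ATP-challenged DMSO wells and 100% = DMSO wells without ATP; some compounds past the cut are filed as inactive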
#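 Measured by: calcium-sensitive Fluo-8 fluorescence / Test system: CHO parental line / Controls: ATP-challenged DMSO wells low, unchallenged DMSO wells high / Measure: % inhibition / Compound: single nominal dose of 5.6 µM per compound / Replicates: single well per compound, no replicates / Reagent: ATP as calcium-mobilizing challenge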
# CHO-K1 Ca antag = nonselective inhibitor or artifact in parental CHO-K1 cells. ATP-induced calcium, Fluo-8 fluorescence. inhibition, % at 3 µM. 360,000 tested, 0.6% active;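 active = inhibition above a per-plate cutoff, the plate's mean sample inhibition plus 3 SD, cut at about 24% in these data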;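 also: 0% = DMSO plus EC80 ATP and 100% = DMSO alone without ATP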
# CHRM1 agonist = human M1 muscarinic receptor agonism; activation, % at 3 µM; CHO-K1 hM1, Fluo-8 calcium fluorescence, agonist mode; 0% DMSO, 100% acetylcholine EC100; 360,000 tested, 0.33% active; P11229; AID 588814;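 active = activation above the run's mean compound activation plus 3 SD, cut at about 16% in these data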;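 also: peak over basal fluorescence ratio within a 140 s kinetic read after compound addition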
# Target sequence (P11229 whole entry, looked up): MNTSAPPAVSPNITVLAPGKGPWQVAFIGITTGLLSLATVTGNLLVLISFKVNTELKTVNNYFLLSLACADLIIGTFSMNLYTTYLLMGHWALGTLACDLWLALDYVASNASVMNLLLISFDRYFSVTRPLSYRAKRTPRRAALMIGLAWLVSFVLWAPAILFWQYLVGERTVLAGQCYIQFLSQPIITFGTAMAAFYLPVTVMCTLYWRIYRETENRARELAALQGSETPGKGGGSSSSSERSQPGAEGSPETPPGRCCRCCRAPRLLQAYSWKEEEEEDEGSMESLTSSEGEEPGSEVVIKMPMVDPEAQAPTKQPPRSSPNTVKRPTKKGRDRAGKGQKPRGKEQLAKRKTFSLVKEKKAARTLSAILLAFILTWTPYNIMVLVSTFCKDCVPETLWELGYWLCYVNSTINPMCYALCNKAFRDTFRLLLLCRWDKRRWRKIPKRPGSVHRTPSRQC
# TAAR1 ag = agonists of human TAAR1; Q96RJ0; CHO RD-HGA16 TAAR1, Fluo-8 calcium fluorescence; vehicle wells 0%, saturating PEA agonist 100%; activation, % at 3 µM; 360,000 tested, 0.99% active;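 active = activation above the mean activation of all test compounds in the run plus 3 SD, cut at about 38% in these data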
# Target sequence (Q96RJ0 whole entry, looked up): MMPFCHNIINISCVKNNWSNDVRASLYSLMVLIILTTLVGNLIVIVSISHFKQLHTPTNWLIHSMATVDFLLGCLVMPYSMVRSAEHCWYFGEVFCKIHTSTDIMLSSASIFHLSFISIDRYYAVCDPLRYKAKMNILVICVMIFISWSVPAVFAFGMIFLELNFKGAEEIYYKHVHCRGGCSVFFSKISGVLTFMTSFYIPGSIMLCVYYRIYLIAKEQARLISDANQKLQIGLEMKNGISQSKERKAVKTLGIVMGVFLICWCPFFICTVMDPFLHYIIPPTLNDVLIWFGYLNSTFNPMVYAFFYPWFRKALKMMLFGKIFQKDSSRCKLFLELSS
#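 System: CHO-derived RD-HGA16 cells with stable Gα16 and human TAAR1. Times: 17-24 h plating, Fluo-8 75 min 37 °C, 30 min RT. Measured by: calcium-sensitive Fluo-8 signal, excitation 470-495, emission 515-575 nm. Read-out basis: % activation relative to PEA EC100 response. Control set: DMSO and PEA EC100. Repeats: no replicates (n 1).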
# TAAR1 antag = human TAAR1 antagonism | CHO RD-HGA16 TAAR1, Fluo-8 calcium fluorescence, antagonist | Q96RJ0 | 360,000 tested, 1.5% active | inhibition, % at 3 µM;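 active = inhibition above a per-plate cutoff, the mean inhibition of test compounds on that plate plus 3 SD, cut at about 49% in these data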;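 also: 0% = DMSO plus EC80 beta-PEA response and 100% = DMSO alone without agonist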
#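 Assay system: CHO-derived RD-HGA16 cells stably expressing human TAAR1 plus Gα16. Timing: 140 s kinetic read after compound, 140 s after agonist. Technique: kinetic Fluo-8 calcium fluorescence measurement. Measure: % inhibition of agonist calcium response.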
# M1 antag = blocks human M1 muscarinic receptor | AID 588852 | CHO-K1 hM1, Fluo-8 calcium fluorescence, ACh EC80 antagonist | inhibition, % at 3 µM | 360,000 tested, 1.3% active;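 active = percent inhibition above its own plate's cutoff, namely the mean of that plate's compound wells plus 3 SD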;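 also: peak over basal fluorescence ratio during 140 s after agonist addition; 0% = ACh EC80 plus DMSO and 100% = DMSO alone without agonist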
# CHO-K1 Ca PAM = M1 PAM counterscreen hit in parental CHO-K1 cells | AID 602247 | ATP EC20, Fluo-8 calcium fluorescence; 0% at ATP EC20, 100% at ATP max | 360,000 tested, 0.02% active | activation, % at 3 µM;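 active = activation above the run cutoff, the mean activation of all test compounds plus 3 SD, cut at about 40% in these data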;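 also: peak over basal fluorescence ratio in a 140 s read after ATP addition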
# CHO-K1 Ca ag = nonselective activator or artifact in parental CHO-K1 cells | AID 602248 | 360,000 tested, 0.48% active | Fluo-8 calcium fluorescence; scaled to maximal ATP response, vehicle zero | activation, % at 3 µM; in the data active = activation above about 15%;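 also: untransfected CHO-K1 host cells lacking M1 receptor as counterscreen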
# OXTR potentiate = potentiates the human oxytocin receptor response. P30559. CHO-OTR cells, Fluo-8 calcium fluorescence, potentiator mode; 0% = oxytocin EC15, 100% = EC100. activation, % at 3 µM. 320,000 tested, 0.061% active;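 active = activation above that plate's cutoff, the mean activation of tested compounds plus 3 SD, cut at about 6.6% in these data, passing the limit was not always enough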;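 also: 100% uses oxytocin at 75 nM as the full agonist control; some results filed as inactive read as strong as hits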
#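 Material: CHO-OTR cells, human receptor; compound dosing: single dose, 3.0 µM nominal final compound concentration; schedule: 6 min compound pre-incubation at room temperature, 100 s kinetic read; measured by: kinetic Fluo-8 calcium fluorescence; read-out basis: % activation vs EC15 and EC100 oxytocin; controls: EC15 oxytocin alone as 0%, 75 nM oxytocin as 100%; replicates: singlicate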
# Numbers without * were called inactive; . = no result given.
cpd	Compound	OXTR potentiate	CHO-K1 Ca antag	CHRM1 agonist	CHO parental Ca	CHO-K1 Ca ag	CHO-K1 Ca PAM	TAAR1 antag	TAAR1 ag	M1 antag
1	Cc1ccc(-n2c(=O)[nH]c3c(C(N)=O)nc(-c4ccc(C)o4)nc32)cc1	-23	5	0	7	0.3	1	1	3	-4
2	COC(=O)c1ccc(NC(=O)C(=O)N2CCN(C(=S)Nc3cccc(C)c3C)CC2)cc1	-3	9	-5	-6	0.9	-4	-10	3	4
3	Cc1c(Cl)ccc2c(C(O)CBr)cc(-c3ccccc3)nc12 (configuration not stated)	.	15	1	.	-0.3	-12	-10	2	-4
4	O=C(O)C1CCCCC1C(=O)Nc1ccccc1Cl (configuration not stated)	-13	-5	-2	-4	0.4	9	15	4	-12
5	OCCCC1CCCCN1Cc1nc(Cc2ccccc2Cl)no1 (configuration not stated)	-3	-13	-7	-4	1.3	1	-4	1	-3
6	CCC(C)NC(=O)C(=O)NCc1ccncc1 (configuration not stated)	-7	-26	0	-8	1.1	14	-12	13	-5
7	CCNc1ccc(C(=O)OCC(=O)Nc2cc(C)on2)cc1[N+](=O)[O-]	5	-2	-3	-13	-0.7	2	-9	2	5
8	CC(=O)c1cc2c(cc1NC(=O)CN1CCCCCC1)OCO2	-8	-14	2	-2	0.0	6	-1	17	7
9	Cc1ccc(Cl)cc1N1CCN(C(=S)NCCc2ccccc2)CC1	-13	0	-9	-14	0.5	0	18	4	6
10	O=C(c1ccc2c(c1)OCO2)N1CCC2(CC1)Oc1ccc(Cl)cc1C(=O)C21CC(c2ccccc2)=NO1 (configuration not stated)	-7	-9	-3	-11	0.1	2	29	13	3
11	NS(=O)(=O)c1cccc(NC(=O)CN2CCC(Cc3ccccc3)CC2)c1	-1	-15	-7	-12	2.9	19	1	1	-8
12	COc1ccc(C)cc1NS(=O)(=O)c1ccc(-c2cnc(C3CC3)o2)cc1	-13	5	2	23	14	6	9	2	25
13	CCN(Cc1ccccc1)S(=O)(=O)c1ccc(C(=O)N2CCN(c3nc4ccccc4s3)CC2)cc1	-12	17	-3	-10	-0.2	-11	24	1	12
14	O=C(Nc1ccc(Cl)cc1)c1cccc(NC2=NC3CS(=O)(=O)CC3S2)c1 (configuration not stated)	3	14	0	-3	0.8	-11	-17	2	-3
15	COCC(C)NC(=O)C1CC(c2cccc(Br)c2)=NO1 (configuration not stated)	-7	10	-1	-10	0.0	-7	1	13	-24
16	O=S(=O)(Nc1ccccc1)N1CCCCC1	.	-3	-2	.	-0.2	6	-26	0	-6
17	COCCNC(=O)COC(=O)c1ccc(OCC(=O)Nc2ccccc2OC)c(OC)c1	-6	6	-1	-22	5.4	6	36	13	7
18	Cc1cc(C)cc(C(=O)Nc2ccc(N3CCCC3)cc2)c1	-13	-9	0	-31	0.3	16	-16	-1	20
19	OCCC1CN(Cc2nc3c(s2)CCCC3)CCN1Cc1ccccc1 (configuration not stated)	-1	4	-7	-17	-0.1	-8	-4	1	-13
20	c1n[nH]c(NC2=NCCC2)n1	-10	-10	-1	-12	0.0	10	-3	7	-12

# An excerpt from above in order of their number in TAAR1 ag, falling.
item | molecule | TAAR1 ag
8 | CC(=O)c1cc2c(cc1NC(=O)CN1CCCCCC1)OCO2 | 17
10 | O=C(c1ccc2c(c1)OCO2)N1CCC2(CC1)Oc1ccc(Cl)cc1C(=O)C21CC(c2ccccc2)=NO1 (configuration not stated) | 13
9 | Cc1ccc(Cl)cc1N1CCN(C(=S)NCCc2ccccc2)CC1 | 4
2 | COC(=O)c1ccc(NC(=O)C(=O)N2CCN(C(=S)Nc3cccc(C)c3C)CC2)cc1 | 3
7 | CCNc1ccc(C(=O)OCC(=O)Nc2cc(C)on2)cc1[N+](=O)[O-] | 2
11 | NS(=O)(=O)c1cccc(NC(=O)CN2CCC(Cc3ccccc3)CC2)c1 | 1
16 | O=S(=O)(Nc1ccccc1)N1CCCCC1 | 0

# (continued)
cpd	Compound	OXTR potentiate	CHO-K1 Ca antag	CHRM1 agonist	CHO parental Ca	CHO-K1 Ca ag	CHO-K1 Ca PAM	TAAR1 antag	TAAR1 ag	M1 antag
21	N#Cc1cccc(NC(=O)CSc2nnc(C3CC3)n2C2CC2)c1	-2	-6	-4	-11	1.7	26	1	0	-5
22	O=C(O)CN1CCN(c2ncc(C(F)(F)F)cc2Cl)CC1	4	-2	-5	-3	0.0	14	-5	3	-10
23	CN(Cc1cccnc1)C(=O)CNC(=O)c1ccc(Cl)cc1Cl	-9	-6	-2	-9	0.0	4	6	-1	-7
24	CCn1c(=O)n(CCOC)c(=O)c2c3c(sc21)CCCC3	-19	7	-6	6	-0.5	3	-10	11	-5
25	COc1ccc(S(=O)(=O)Nc2cc(C)on2)cc1NC(C)=O	0	-10	0	-4	0.3	-1	-25	0	-12
26	Cc1nnc(SCCn2c(N3CCCC(C)C3)nc3c2c(=O)[nH]c(=O)n3C)s1 (configuration not stated)	0	2	-5	-7	0.4	0	-11	20	0
27	CCOc1ncccc1C(=O)Nc1ccc(-c2ccc3nnc(C)n3n2)cc1	2	1	-2	7	0.4	3	-11	2	-8
28	COc1ccc(NC(=O)C2CCCN(c3nn4c(=O)cc(C)nc4s3)C2)c(OC)c1 (configuration not stated)	-4	-7	-4	-14	-0.3	-17	-9	0	-11
29	CCc1ccc(OCC(=O)O/N=C(\N)c2ccncc2)cc1	-15	0	-2	16	5.1	1	-1	-3	8
30	O=C(COC(=O)/C=C/c1ccco1)Nc1cc(S(=O)(=O)N2CCOCC2)ccc1Cl	-5	-7	1	-14	0.1	-2	-20	1	-6
31	Cc1cc(C)nc(SCNC(=O)c2ccc(F)cc2)n1	-4	-2	5	-3	0.5	15	-6	8	-13
32	COc1cc(CN2CCC(C(=O)N3CCCC(C)C3)CC2)cc(OC)c1O (configuration not stated)	2	-22	-8	0	0.6	15	-7	10	8
33	Cc1ccccc1CN1CCN(S(=O)(=O)c2cccc3nsnc23)CC1	-9	-4	-2	-15	-0.3	-5	-24	2	-11
34	CCOC(=O)c1cnc(-n2cc(C)cn2)nc1Nc1ccccc1OCC	4	-9	-5	-16	0.2	20	14	12	-5
35	O=C(NNC(=O)C1CCCO1)c1ccc([N+](=O)[O-])cc1 (configuration not stated)	1	-13	-2	-3	1.7	13	-9	0	-10
36	O=C(CSc1nnc(CNC(=O)c2ccccc2)o1)Nc1nccs1	-3	-15	-2	-2	0.7	4	1	2	-12
37	O=S(=O)(c1ccc(F)cc1)N1CCN(c2ccccc2)CC1	-7	1	-4	2	0.1	-2	7	5	3
38	CCc1ccc(NS(=O)(=O)c2cc3[nH]c(=O)c(=O)[nH]c3cc2C)cc1	-2	-25	-3	-4	1.4	27	-37	1	-8
39	COc1ccc(C(=O)C2CCCN(S(=O)(=O)c3ccccc3F)C2)c(C)c1 (configuration not stated)	-14	-8	-5	-12	0.8	15	-10	2	0
40	O=c1c2ccccc2nc(SCc2ccc(F)cc2Cl)n1CCCN1CCOCC1	-9	-10	-6	-47	-0.2	-10	-40	0	-18
41	CC1CCC2(CC1)NC(=O)N(Cc1cccc(C(F)(F)F)c1)C2=O (configuration not stated)	-9	-8	-10	9	1.8	19	21	13	-11
42	O=S(=O)(c1ccc(F)cc1)N1CCN(CC2CC3C=CC2C3)CC1 (configuration not stated)	-2	-9	3	-3	3.0	-1	7	-1	-4
43	CN(C)CCn1ccc(O)c(Cc2ccc(Cl)cc2)c1=O	1	2	-7	-6	0.8	-2	2	0	-21
44	Cc1nnc(NC(=O)c2nn(CC(C)C)c(=O)c3ccccc23)s1	1	0	-2	-16	0.1	-12	-37	2	14
45	c1ccc(CSc2nnc(-c3cccs3)n2Cc2ccco2)cc1	4	-5	-6	-6	1.7	17	0	20	0
46	CCn1c(O)c(N=N)c2ccccc21	5	-14	-3	1	1.4	19	0	2	3
47	c1ccc(-c2cc(N3CCCCC3)ncn2)cc1	-8	0	-7	-9	0.6	18	7	1	-14
48	CCn1c(=O)c(C)nn2c3ccccc3nc12	-19	7	-4	-4	0.2	15	-9	9	-26
49	O=C(CNS(=O)(=O)c1ccccc1)N/N=C/c1ccccc1[N+](=O)[O-]	-13	-10	-3	-5	0.4	-1	-16	3	-5
50	CC(=O)Nc1ccc(S(=O)(=O)N2CCN(C(=O)c3ccco3)CC2)cc1	-14	-3	-3	-6	0.5	2	-2	6	-1
51	COc1ccccc1NS(=O)(=O)c1cc(N/C(=N\S(=O)(=O)c2ccccc2)c2ccc(F)cc2)ccc1Cl	-1	3	-4	1	1.2	-2	5	17	4

# Entries from the list above that have a furan ring, fused or not (4):
cpd	Compound	OXTR potentiate	CHO-K1 Ca antag	CHRM1 agonist	CHO parental Ca	CHO-K1 Ca ag	CHO-K1 Ca PAM	TAAR1 antag	TAAR1 ag	M1 antag
1	Cc1ccc(-n2c(=O)[nH]c3c(C(N)=O)nc(-c4ccc(C)o4)nc32)cc1	-23	5	0	7	0.3	1	1	3	-4
30	O=C(COC(=O)/C=C/c1ccco1)Nc1cc(S(=O)(=O)N2CCOCC2)ccc1Cl	-5	-7	1	-14	0.1	-2	-20	1	-6
45	c1ccc(CSc2nnc(-c3cccs3)n2Cc2ccco2)cc1	4	-5	-6	-6	1.7	17	0	20	0
50	CC(=O)Nc1ccc(S(=O)(=O)N2CCN(C(=O)c3ccco3)CC2)cc1	-14	-3	-3	-6	0.5	2	-2	6	-1
